PAFAH2 FP inh: PAFAH2 (human) inhibition. Q99487. recombinant PAFAH2, FP-rhodamine activity probe, fluorescence polarization. inhibition, % at 3.39 µM. 340,000 tested, 0.99% active. AID 492956;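 active = inhibition above the mean over all tested compounds plus 3 SD, cut at about 30% in these data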;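 note: inhibitors block probe labeling of enzyme so polarization drops; 0% = enzyme with DMSO and 100% = wells lacking PAFAH2 protein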
PREPL inh: human PREPL enzyme inhibition | recombinant PREPL, fluorescence polarization activity-based probe | inhibition, % at 5.96 µM | 320,000 tested, 0.68% active | AID 2751; in the data active = inhibition above about 43%;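 note: 0% = enzyme with DMSO and 100% = wells lacking enzyme; many of its hits are not listed in these tables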
GSTO1 inh: counter-screen for RBBP9 inhibitors: inhibitors of human GSTO1; P78417; recombinant GSTO1, activity-based probe fluorescence polarization; inhibition, % at 5.96 µM; 300,000 tested, 1.1% active; AID 1974;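 active = inhibition above the campaign mean inhibition plus 3 SD, cut at about 35% in these data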;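 note: 0% = GSTO1-1 with DMSO and 100% = wells lacking GSTO1-1 enzyme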
Target sequence (P78417 whole entry, looked up): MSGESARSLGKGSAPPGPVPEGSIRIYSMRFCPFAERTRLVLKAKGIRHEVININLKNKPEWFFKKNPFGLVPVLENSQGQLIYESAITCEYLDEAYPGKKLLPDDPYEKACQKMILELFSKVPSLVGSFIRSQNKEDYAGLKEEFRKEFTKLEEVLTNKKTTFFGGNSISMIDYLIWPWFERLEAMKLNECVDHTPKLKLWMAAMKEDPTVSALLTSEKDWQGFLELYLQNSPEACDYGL
LYPLA1 counter: LYPLA1 (human) inhibition in PME1 counter-screen | O75608 | recombinant LYPLA1, FP-Rh probe fluorescence polarization | inhibition, % at 5.9 µM | 320,000 tested, 0.16% active | AID 2174;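 active = inhibition above the mean of all tested compounds plus 3 SD, set per campaign, cut at about 14% in these data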;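 note: inhibitors block serine hydrolase probe labeling of LYPLA1 so polarization falls; 0% = enzyme with DMSO and 100% = wells lacking LYPLA1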
Target sequence (O75608 whole entry, looked up): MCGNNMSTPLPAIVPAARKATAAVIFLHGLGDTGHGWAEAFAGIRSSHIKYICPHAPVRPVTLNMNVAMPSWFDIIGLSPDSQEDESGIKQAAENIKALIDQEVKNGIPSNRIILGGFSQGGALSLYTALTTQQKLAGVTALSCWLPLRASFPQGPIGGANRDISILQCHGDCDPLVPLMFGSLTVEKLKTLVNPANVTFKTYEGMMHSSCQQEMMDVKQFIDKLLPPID
EBNA-1 inh: blocks EBNA-1 binding to DNA. EBNA-1 DNA binding, fluorescence polarization. 300,000 tested, 0.34% active. AID 1950. inhibition, % at 14.8 µM; in the data active = inhibition above about 28%
ZTA DNA inh: blocks Epstein-Barr virus ZTA, an EBNA-1 counter-screen | ZTA-DNA binding, fluorescence polarization | 320,000 tested, 0.15% active | AID 2234 | P03206 | inhibition, % at 11 µM; in the data active = inhibition above about 33%
PAFAH1B3 inh: inhibitors of human PAFAH1B3; Q15102; recombinant PAFAH1B3, FP-rhodamine probe, fluorescence polarization; inhibition, % at 3.39 µM; 340,000 tested, 0.28% active; AID 492972;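 active = inhibition above the screen-wide average of all tested compounds plus 3 SD, cut at about 25% in these data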;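 note: 0% = enzyme with DMSO only and 100% = wells lacking PAFAH1B3 protein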
Target sequence (Q15102 whole entry, looked up): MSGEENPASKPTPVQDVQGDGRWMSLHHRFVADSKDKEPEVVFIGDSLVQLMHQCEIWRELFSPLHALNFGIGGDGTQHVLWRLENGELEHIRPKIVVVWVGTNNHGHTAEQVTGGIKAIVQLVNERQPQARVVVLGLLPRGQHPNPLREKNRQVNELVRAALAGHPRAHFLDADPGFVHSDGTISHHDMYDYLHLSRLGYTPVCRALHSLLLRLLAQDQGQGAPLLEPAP
PAD4 inh: inhibitors of human PAD4. inhibition, % at 6.36 µM. 330,000 tested, 0.41% active. recombinant PAD4, RCA probe fluorescence polarization;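 active = percent inhibition above a cutoff equal to the mean of all tested compounds plus 3 SD, cut at about 15% in these data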;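 note: 0% = PAD4 with RCA probe and DMSO and 100% = probe without PAD4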
LYPLA2 counter: blocks human lysophospholipase 2, a PME1 counter-screen; O95372; recombinant LYPLA2, FP-Rh probe fluorescence polarization; inhibition, % at 5.9 µM; 320,000 tested, 0.38% active; AID 2177;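 active = inhibition above the screen-wide mean plus 3 SD, limit set per campaign, cut at about 26% in these data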;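 note: 0% = LYPLA2 with DMSO and 100% = wells lacking LYPLA2 enzyme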
Target sequence (O95372 whole entry, looked up): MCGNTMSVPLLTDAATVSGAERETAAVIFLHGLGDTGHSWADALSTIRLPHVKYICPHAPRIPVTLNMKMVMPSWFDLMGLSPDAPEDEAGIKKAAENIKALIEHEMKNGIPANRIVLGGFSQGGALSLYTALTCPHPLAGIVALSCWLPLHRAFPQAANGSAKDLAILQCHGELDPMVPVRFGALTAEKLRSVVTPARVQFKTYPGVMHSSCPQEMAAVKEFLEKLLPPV
* hit, by the source's call; · = not tested or not shown. These rows are one share of the data. The share of hits here may be higher or lower than overall.

SMILES	PAFAH2 FP inh	PREPL inh	GSTO1 inh	LYPLA1 counter	EBNA-1 inh	ZTA DNA inh	PAFAH1B3 inh	PAD4 inh	LYPLA2 counter
COc1ccc(OC)c(NC(=O)CSc2nncc3ccccc23)c1	3	7	1	-2	-5	-4	-4	-2	-7
Cc1ccccc1-c1nnc(SCC(=O)N(C)C2CCS(=O)(=O)C2)n1C (stereo not drawn)	0	7	·	·	·	·	-2	-4	·
COc1ccccc1N1CCN(C(=O)c2cc3cc(Br)ccc3oc2=O)CC1	3	-4	4	4	4	12	-5	2	2
NNC(=O)/C(=C\c1ccc(Br)cc1)NC(=O)c1cccs1	-6	-2	4	-8	4	-16	2	0	-21
COc1ccc(C2=NNC(c3ccco3)=Nc3ccc(F)cc32)cc1	-5	0	-4	-3	-14	4	9	4	-8
Cc1cc(C)nc(NS(=O)(=O)c2ccc(N3C(=O)C4CC=C(Cl)CC4C3=O)cc2)n1 (stereo not drawn)	6	-9	-3	-2	4	-6	4	0	-4
CCOC(=O)c1ccccc1NC(=O)CC1SC(=NC)N(C)C1=O (stereo not drawn)	4	3	1	3	0	-2	4	-8	12
COc1cc(OC)c(NC(=O)c2sc3ncn(CC(=O)N4CCN(c5ccccn5)CC4)c(=O)c3c2C)cc1Cl	-4	24	-7	-2	10	9	4	0	2
CSc1ccc(CN2CCC(CO)(Cc3ccc(Cl)cc3)CC2)cc1	2	-13	13	0	-4	3	4	0	4
COC(=O)c1ccc(NC(=O)C(=O)N2CCN(C(=S)NCCc3ccccc3)CC2)cc1	-3	-4	2	-7	1	-3	-1	2	12
O=C(OCc1cc2ccccc2[nH]c1=O)C1CCCCC1	5	4	0	6	-12	-8	9	-4	4
CCc1ccc(/C=N/NC(=O)Cc2cccn2C)cc1	2	0	1	1	-1	-1	-2	-4	3
CCN1CCN(C(=O)c2ccccc2N(Cc2ccccc2)S(=O)(=O)c2ccc(OC)cc2)CC1	3	10	-7	3	-4	6	5	-6	7
COc1ccccc1NC(=O)COC(=O)CNC(=O)c1ccc(OC)c(OC)c1	-4	7	-2	2	-8	3	-1	0	0
Cc1ccc(C(=O)NC(=S)Nc2cc(-c3nc4ccccc4s3)ccc2C)cc1	-2	8	-6	0	17	10	1	-5	-2
COc1ccc(C2(O)CCN(C(=O)Cc3cccnc3)CC2)cc1	3	12	6	3	15	2	-1	-4	4
CN(C)c1ccnc(-n2cccc2/C=N/O)c1C#N	·	16	1	-3	-9	-6	·	-6	-7
CNC(=O)CN1C(=O)c2cccc3cccc1c23	-3	2	16	-4	1	-8	1	3	2
CC(=O)OCC(=O)Nc1ccc(Cl)cc1Cl	6	-1	6	4	-7	-1	2	-5	10
Cc1ccccc1NC(=S)NCCSc1ccc(Cl)cc1	-2	-2	0	1	-7	-2	6	-2	4
O=C(NCC(=O)N1CCN(c2ccccc2)CC1)c1cccs1	20	9	-1	3	-10	-14	3	-4	8
CC1CCCCN1Cc1ccc(-c2nn[nH]n2)cc1 (stereo not drawn)	3	10	-8	1	-16	-1	6	2	-10
COc1cc(CCC(=O)OCC(N)=O)cc(OC)c1OC	5	8	1	0	-12	-7	-4	-5	1
O=C(CSc1nnc(-c2cccc(S(=O)(=O)N3CCOCC3)c2)n1C1CCCCCC1)NCc1ccccc1	15	11	2	-1	2	2	-1	3	-4
N[C@@H](Cc1ccccc1)c1nnc(SC/C=C/c2ccccc2)o1	-3	-16	14	-1	-8	4	0	-1	1
O=C(COC(=O)CCC(=O)c1cccs1)NCCc1ccccc1	9	-12	·	·	·	·	5	2	·
CCOC(=O)N1CCN(c2cc(=O)n(-c3ccc(C)cc3)c(=O)[nH]2)CC1	2	4	9	8	3	13	-3	3	5
COc1ccc(CC(=O)Nc2oc(-c3ccccc3)c(-c3ccccc3)c2C#N)cc1OC	-12	2	-4	-14	3	1	-3	-3	-1
CC(=O)c1cc(-c2ccccc2)n(CC(=O)N2CCCC2)c1C	1	7	3	-1	-6	2	-1	-4	3
CCOC(=O)/C(C#N)=C/c1c[nH]c2ccccc12	-4	1	-5	0	1	11	1	-3	8
CCNC(=O)c1cnn(-c2ccccc2)c1-c1ccccc1	1	1	4	-3	1	-17	11	3	0
Cc1ccc(NC(=O)N2CCC(C(=O)NCC(C)C)CC2)cc1	-1	0	-6	-4	-9	-1	3	-3	-1
COc1cc(OC)c([N+](=O)[O-])cc1/C=N/NC(=O)c1ccncc1	4	2	49*	-1	10	5	9	-8	-5
COc1ccc(CN2C(=O)c3ccccc3C(/C=N\OCc3ccc(F)cc3)C2=O)cc1 (stereo not drawn)	3	-11	-1	1	-5	2	7	-12	5
COc1ccc(C2=NN(c3nc4ccccc4s3)C(=O)C2)cc1	48*	-8	7	-9	-2	-8	15	-6	4
COc1ccc(C(=O)Nc2ccccc2C(=O)N/N=C/c2ccc(O)c(OC)c2)cc1	-1	5	-9	-8	6	11	0	-2	0

Ordered by value in PAD4 inh (falling): some entries from above
| smiles | PAD4 inh |
| --- | --- |
| N[C@@H](Cc1ccccc1)c1nnc(SC/C=C/c2ccccc2)o1 | -1 |
| COc1ccc(CC(=O)Nc2oc(-c3ccccc3)c(-c3ccccc3)c2C#N)cc1OC | -3 |
| O=C(NCC(=O)N1CCN(c2ccccc2)CC1)c1cccs1 | -4 |

Continuation:
SMILES	PAFAH2 FP inh	PREPL inh	GSTO1 inh	LYPLA1 counter	EBNA-1 inh	ZTA DNA inh	PAFAH1B3 inh	PAD4 inh	LYPLA2 counter
CCOC(=O)c1cccc(NC(=O)Nc2cc(OC)ccc2OC)c1	0	7	-11	-10	-4	24	12	-3	-12
CCC[C@@H]1CCCO[C@@](C(=O)NCCN2CCOCC2)(C(F)(F)F)C1	5	0	6	3	2	17	3	-5	6
Cc1nc2c(-c3ccccc3)c[nH]n2c(=O)c1Cc1ccccc1	10	4	-11	-3	-12	2	-1	-14	-8
O=C1CC(c2ccc(O)c(O)c2)Oc2cc(O)cc(O)c21 (stereo not drawn)	14	0	43*	-7	2	13	10	-4	1
COc1ccc2c(c1OC)C(=O)N1C2SC[C@H]1C(=O)NC1CC1 (stereo partly drawn)	-3	11	1	0	-4	-16	3	4	8
C[C@@H]1CN(S(=O)(=O)c2c(F)cccc2F)CCN1S(=O)(=O)c1ccc2c(c1)OCCO2	-4	6	·	·	·	·	3	0	·
CCOC(=O)C(=O)Nc1nnc(COc2ccccc2)s1	-6	1	8	2	-1	-1	2	-4	0
Cc1occc1-c1nnc(SCC(=O)c2ccc3c(c2)OCCO3)n1CC1CCCO1 (stereo not drawn)	2	0	10	0	-15	-6	-8	-2	3
O=C(O)c1nnn(-c2ccc([N+](=O)[O-])cc2)c1-c1ccccc1	0	-7	-1	0	-3	-3	4	2	-12
CCSC1=N/C(=C\c2ccc(-c3ccccc3[N+](=O)[O-])o2)C(=O)S1	10	12	4	2	-6	0	4	-9	1
CN1CCC(=O)N(CCSc2ccccc2)CC1	2	12	4	-2	6	5	9	1	-2
C#Cc1cccc(NC(=O)CSc2nnc(-c3ccc(C(F)(F)F)cn3)o2)c1	2	9	0	-1	-15	3	5	-7	-13
C[C@@H](NC(=O)c1coc(=O)c(Br)c1)c1ccccc1	5	18	14	6	-2	-12	2	3	11
Cc1nnc(C)n1N	1	-12	5	7	-8	-17	4	-4	13
C/C=N/NC(=O)CCCC(=O)N/N=C/C	-3	-5	6	1	10	25	-3	-2	-4
COc1ccc2c(=O)cc(CO)oc2c1	4	-4	·	·	·	·	6	-1	·
O=C(c1c(F)cccc1F)N1CCC(O)(c2cccnc2)CC1	3	12	-5	-2	-1	11	10	-1	4
O=C1C=C(Nc2ccc(F)cc2)c2ccccc2C1=O	8	20	·	0	·	-6	34*	40*	6
CCOC(=O)c1ccc(COC(=O)CCc2nc3ccccc3[nH]c2=O)o1	-6	-2	1	-3	-13	7	9	-1	0
CCOC(=O)c1c(C)[nH]c(C(=O)COC(=O)/C=C/c2ccc(OCC#N)c(OC)c2)c1C	2	19	-8	0	4	-7	5	0	0
Cc1cc(SCC(=O)c2ccc(Cl)cc2)nc(=O)[nH]1	8	0	12	6	9	0	8	-5	2
Cc1nc2c(cc1C(=O)N/N=C/c1ccc([N+](=O)[O-])cc1)c(=O)n(C)c(=O)n2C	9	5	-1	2	10	-4	7	-5	1
CC(C)C(=O)Nc1ncc(Cc2ccccc2Cl)s1	4	14	18	3	0	-4	2	3	1
CN(C)CCCNC(NC(=O)c1cccs1)C(Cl)(Cl)Cl (stereo not drawn)	2	4	6	-2	-2	3	0	-3	-4

Nothing new here: entries from further up.
SMILES	PAFAH2 FP inh	PREPL inh	GSTO1 inh	LYPLA1 counter	EBNA-1 inh	ZTA DNA inh	PAFAH1B3 inh	PAD4 inh	LYPLA2 counter
O=C1C=C(Nc2ccc(F)cc2)c2ccccc2C1=O	8	20	·	0	·	-6	34*	40*	6
CCOC(=O)c1ccc(COC(=O)CCc2nc3ccccc3[nH]c2=O)o1	-6	-2	1	-3	-13	7	9	-1	0
CCOC(=O)c1c(C)[nH]c(C(=O)COC(=O)/C=C/c2ccc(OCC#N)c(OC)c2)c1C	2	19	-8	0	4	-7	5	0	0
Cc1cc(SCC(=O)c2ccc(Cl)cc2)nc(=O)[nH]1	8	0	12	6	9	0	8	-5	2
Cc1nc2c(cc1C(=O)N/N=C/c1ccc([N+](=O)[O-])cc1)c(=O)n(C)c(=O)n2C	9	5	-1	2	10	-4	7	-5	1
CC(C)C(=O)Nc1ncc(Cc2ccccc2Cl)s1	4	14	18	3	0	-4	2	3	1
CN(C)CCCNC(NC(=O)c1cccs1)C(Cl)(Cl)Cl (stereo not drawn)	2	4	6	-2	-2	3	0	-3	-4

Copied from the list.
C[C@@H](NC(=O)c1coc(=O)c(Br)c1)c1ccccc1 in LYPLA1 counter is listed with 6
CCOC(=O)c1ccc(COC(=O)CCc2nc3ccccc3[nH]c2=O)o1 in GSTO1 inh is listed with 1
Cc1cc(SCC(=O)c2ccc(Cl)cc2)nc(=O)[nH]1 in PAFAH2 FP inh is listed with 8
CCOC(=O)c1c(C)[nH]c(C(=O)COC(=O)/C=C/c2ccc(OCC#N)c(OC)c2)c1C in PAFAH2 FP inh is listed with 2

The results go on.
SMILES	PAFAH2 FP inh	PREPL inh	GSTO1 inh	LYPLA1 counter	EBNA-1 inh	ZTA DNA inh	PAFAH1B3 inh	PAD4 inh	LYPLA2 counter
O=C(Nc1nnc(-c2ccc3c(c2)CCCC3)o1)c1c(F)cccc1F	-1	10	5	0	-4	-6	-1	6	7
Cc1ccc(/C=C/C(=O)NC2CCS(=O)(=O)C2)cc1 (stereo not drawn)	2	5	18	-3	-3	4	-6	-3	-3
N#CC1=C(N)Oc2n[nH]c(-c3ccccc3)c2C1c1cccnc1 (stereo not drawn)	1	6	17	-3	-9	-3	1	-16	4
COCCNC(=O)C(c1ccc(C)cc1)N(CCOC)C(=O)CCC(=O)Nc1ccccn1 (stereo not drawn)	-6	5	-3	-2	3	-3	2	0	3

Assay outcomes (PubChem)
